# S1P4 antag: human S1P4 receptor antagonism. S1P4-expressing cells, antagonist mode, reporter read-out. inhibition, % at 4.98 µM. hit rate 0.26% among 220,000; in the data active = inhibition above about 29%;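 note: 0% = wells stimulated with agonist and 100% = vehicle wells without agonist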
# TRPN1 ag: agonists of zebrafish TRPN1 channel; activation, % at 3 µM; HEK293 zebrafish TRPN1-YFP, Fluo-8 calcium fluorescence; 100% = response to 87 µM carbachol; hit rate 0.18% among 220,000; AID 1424;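 active = activation above its plate's cutoff, the mean activation of test wells on that plate plus 3 SD, cut at about 19% in these data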;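 note: 0% = DMSO alone and 100% = 87 µM carbachol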
#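 System: zebrafish TRPN1-YFP in HEK293 cells / Dosing: 3 µM single point / Timing: dye loading 1 h at 37 °C, then 30 min room temperature / Signal: Fluo-8 calcium fluorescence, excitation 470-495 nm, emission 515-575 nm / Read-out basis: percent activation from peak over basal fluorescence ratio, control-normalized / Control set: high carbachol 87 µM, low DMSO alone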
# TRPML3 agonist: human mucolipin-3 channel agonism | Q8TDD5 | HEK293 TRPML3-YFP, Fluo-8 calcium fluorescence; 100% = the carbachol control signal | activation, % at 3 µM | hit rate 0.29% among 220,000 | AID 1448;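 active = activation above its plate's cutoff, the mean activation of the plate's test wells plus 3 SD, cut at about 12% in these data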;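 note: 0% = DMSO only wells and 100% = carbachol wells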
# Target sequence (Q8TDD5 whole entry, looked up): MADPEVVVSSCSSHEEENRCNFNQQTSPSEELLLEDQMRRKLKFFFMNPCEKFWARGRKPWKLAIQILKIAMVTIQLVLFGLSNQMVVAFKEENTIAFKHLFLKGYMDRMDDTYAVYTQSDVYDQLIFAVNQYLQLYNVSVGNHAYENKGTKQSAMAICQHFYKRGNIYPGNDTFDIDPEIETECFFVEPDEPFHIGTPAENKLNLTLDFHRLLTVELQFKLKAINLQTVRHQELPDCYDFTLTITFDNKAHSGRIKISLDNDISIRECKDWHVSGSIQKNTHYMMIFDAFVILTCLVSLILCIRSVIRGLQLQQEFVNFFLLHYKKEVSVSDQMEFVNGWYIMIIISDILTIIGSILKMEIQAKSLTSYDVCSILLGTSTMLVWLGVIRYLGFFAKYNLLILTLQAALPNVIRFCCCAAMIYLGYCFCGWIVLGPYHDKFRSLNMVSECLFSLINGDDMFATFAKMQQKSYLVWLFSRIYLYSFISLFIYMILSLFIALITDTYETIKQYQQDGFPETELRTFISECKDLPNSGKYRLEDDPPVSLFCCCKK
#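 system = HEK293 cells stably carrying human TRPML3-YFP | doses = one concentration, 3 µM nominal, 0.3% DMSO | timing = dye loading 1 h 37 °C then 30 min ambient, 125 s read | detection = Fluo-8 calcium dye fluorescence, ex 470-495, em 515-575 nm | benchmarks = high control carbachol 87 µM, low control DMSO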
# BaF3 parental: reduces parental Ba/F3 cell viability, JAK2V617F counter-screen | inhibition, % at 5.6 µM | AID 1486 | CellTiter-Glo ATP luminescence | hit rate 1.1% among 220,000;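 active = inhibition above a per-campaign cutoff, the mean inhibition of all tested compounds plus 3 SD, cut at about 27% in these data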;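 note: 0% = DMSO wells and 100% = JAK Inhibitor I control wells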
# EP2 modulator: EP2 receptor (human) modulation; P43116; EP2-expressing cells, cAMP HTRF FRET, PGE2 co-stimulation; hit rate 0.83% among 260,000; induction, % at 25 µM; AID 940;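 active = compounds whose cAMP rise, as percent of the full-agonist control response, exceeds 60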;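 note: rat C6 glioma line stably carrying human EP2 under a CMV promoter; the protocol text gives 20 µM as final concentration; 100% = response of wells given 1 µM PGE2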
# Target sequence (P43116 whole entry, looked up): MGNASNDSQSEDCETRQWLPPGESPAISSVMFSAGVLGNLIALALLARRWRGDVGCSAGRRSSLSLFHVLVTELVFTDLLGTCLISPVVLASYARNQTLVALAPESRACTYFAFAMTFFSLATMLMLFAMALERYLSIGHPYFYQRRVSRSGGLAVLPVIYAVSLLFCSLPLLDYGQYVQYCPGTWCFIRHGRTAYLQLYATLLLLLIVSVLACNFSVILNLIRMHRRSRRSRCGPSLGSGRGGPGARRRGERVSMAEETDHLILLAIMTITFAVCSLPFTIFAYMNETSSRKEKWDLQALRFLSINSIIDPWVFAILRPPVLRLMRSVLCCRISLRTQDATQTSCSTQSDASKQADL
# m-calpain inh: calpain II (pig) inhibition; purified calpain II, fluorogenic peptide substrate, 30 min; inhibition, % at 16 µM; hit rate 0.37% among 220,000;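 active = inhibition above about 50%, limit read from the data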
# S1P4 agonist: agonists of human S1P4 receptor | O95977 | S1P4-expressing cell line, agonist reporter assay | activation, % at 4.98 µM | hit rate 0.35% among 220,000; in the data active = activation above about 11%;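 note: 0% = DMSO vehicle and 100% = reference agonist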
# PERK inh: inhibitors of human PERK kinase. inhibition, % at 5.6 µM. CHO PERK-DD fusion, SEAP luminescence translation reporter. hit rate 0.17% among 220,000;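 active = inhibition above the mean inhibition of all tested compounds plus 3 SD, set separately per screening campaign, cut at about 2.9% in these data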;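 note: PERK kinase domain activated by AP20187 dimerizer at 100 nM; 0% = DMSO with dimerizer and 100% = rapamycin at 8.4 µM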
# Ba/F3 V617F tox: reduce viability of Ba/F3 cells dependent on JAK2V617F. AID 1446. hit rate 1.1% among 220,000. Ba/F3 EpoR-JAK2V617F viability, ATP luminescence. inhibition, % at 5.6 µM;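 active = inhibition above the campaign mean plus 3 SD over all tested compounds, cut at about 24% in these data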;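 note: cytokine-independent growth of Ba/F3 cells driven by EpoR plus mutant JAK2; 0% = DMSO-treated cells and 100% = JAK inhibitor I control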
# * = called active by the depositor; i = inactive; & = joins results of further samples.
molecule	S1P4 antag	TRPN1 ag	TRPML3 agonist	BaF3 parental	EP2 modulator	m-calpain inh	S1P4 agonist	PERK inh	Ba/F3 V617F tox
CC(=O)N1N=C(c2cccnc2)OC1c1ccc(C(C)C)cc1 (centres undefined)	3	1.1	0.1	1	15	5	-1.3	0.4	4
CC1CC(C)CN(S(=O)(=O)c2cccc(C(=O)OCCN3CCCC3=O)c2)C1 (centres undefined)	-4	-1.2	0.1	10	-34	15	-3.5	-1.5	-2
O=C(O)CC/C(=N\NC(=O)c1ccccc1)c1cccs1	6	-0.3	0.5	-2	8	7	0.1	0.7	-1
COC(=O)CNc1nc(Cl)nc(Nc2ccc(C)cc2)n1	-3	-1.4	-0.4	-1	12	-37	0.0	0.4	3
COC(=O)c1n[nH]n(-c2ccc(F)c(Cl)c2)c1=O	1	-1.2	1.1	2	11	10	0.3	2.3	-5
O=c1[nH]ncc2c3ccccc3n(Cc3ccccc3F)c12	0	-0.8	0.0	4	21	18	1.8	0.5	0
Cc1[nH]c2ccc(F)cc2c1CCN(Cc1cccnc1)C(=S)Nc1ccc(F)cc1	7	3.2	0.8	20	-44	2	0.6	0.1	11
CN(C)CCNc1cc(-c2ccncc2)nc2ccccc12	-5	0.6	0.8	8	4	-15	-1.8	-0.9	3
O=C1CC(c2ccccc2)c2ccc(O)cc2O1 (centres undefined)	-20	-0.2	0.4	-2	4	28	1.7	1.1	-6
COc1ccc(CCNC(=O)c2ccc(Cl)c(S(=O)(=O)N(C)c3ccccc3)c2)cc1	-6	2.6	2.7	0	-38	19	-2.0	0.3	-1
COc1ccc(OC)c(C(=O)COC(=O)c2c(OC)cccc2OC)c1	-13	-1.9	-0.3	8	11	-2	-0.5	0.1	3
N#C/C(=C1/C(=O)Nc2ccc(Br)cc21)c1ccccn1	-8	-1.0	-0.3	-2	-15	-13	-1.8	0.1	1
CCOC(=O)/C(C#N)=C/c1ccc(OCC(=O)Nc2cc(C)ccc2C)c(OC)c1	2	0.1	-0.1	1	11	-35	-1.2	0.7	3
Cc1ccc(S(=O)(=O)NNC(=S)Nc2ccc(Cl)cc2)cc1	10	0.1	-0.2	0	10	12	2.5	0.9	-1
CC(=O)c1ccc2c(c1)OCCOCCOCCO2	-3	0.5	0.6	2	20	5	0.2	1.2	0
COc1ccccc1C(=O)OCc1ccc2sc(C)nc2c1	-10	0.1	0.1	6	-26	18	0.0	0.3	4
COc1cccc(CNc2ccc([N+](=O)[O-])cc2C)c1	3	-2.2	-0.4	6	-6	46	-0.3	0.0	-1
O=C(/C=C/c1ccc2ccccc2n1)N1CCN(S(=O)(=O)c2ccc(F)cc2)CC1	-12	0.9	0.3	-3	-13	-12	-0.3	0.4	6
Cc1ccc(SCC(=O)Nc2cccc(C)c2)cc1	11	-2.6	-1.4	-1	-12	19	1.1	0.8	3
CCOc1ccc(NC(=O)CSc2n[nH]c(N)n2)c([N+](=O)[O-])c1	-9	-0.1	0.2	0	5	-4	1.3	0.4	-3
O=C(Nc1nnc(-c2ccccc2Cl)o1)c1nc2ccccc2s1	-15	89*	95*	5	-61	-60	3.7	1.2	-2
O=C(CSc1n[nH]c(-c2cccs2)n1)N1CCN(S(=O)(=O)c2ccc3ccccc3c2)CC1	5	-1.3	0.2	4	-22	-165	-2.1	0.0	0
NS(=O)(=O)c1cc2c(cc1Cl)NC(C1C[C@H]3C=C[C@@H]1C3)NS2(=O)=O (some centres undefined)	-9	1.3	0.5	-3	4	-6	0.0	1.6	1
COc1ccc(OC)c2[nH]c(=O)c(CCNC(=O)C(C)(C)C)cc12	1	2.0	-0.2	1	-21	-45	0.3	0.1	-1
C/C(=N\NC(N)=O)c1ccccc1	-37	0.0	0.7	8	22	-29	0.9	1.4	-2
Cc1nn(CCc2nn[nH]n2)c2nc(C(F)(F)F)cc(C(F)(F)F)c12	-4	0.7	0.2	-1	40	-390	1.4	-0.2	-6
Cc1ccc(C(=O)NCCSc2ccccc2)cc1S(=O)(=O)Nc1ccccc1	6	0.9	0.0	9	-26	6	-0.4	-0.6	3
COc1ccc(NC(=O)Nc2nccs2)cc1	-13	0.8	1.1	17	-17	-11	-0.5	0.7	17
O=Cc1c(N2CCSCC2)nc2ccccn2c1=O	0	1.4	1.3	-2	30	-7	0.7	1.1	-3
CN(C(=O)CSC1=NC2C(N=N1)c1cc(Br)ccc1N2C)C1CCCCC1 (centres undefined)	-2	0.3	0.2	7	-8	-33	0.8	1.0	1
COc1cccc(C(=O)N2CCN(C3CCC(c4ccccc4)CC3)CC2)c1OC (centres undefined)	3	-0.7	-0.1	8	6&-11	-11	1.2	-1.2	1
Clc1ccc(-c2ccnc(Oc3ccc4ccccc4c3)n2)cc1	-14	1.4	1.5	2	16	-23	1.3	0.3	-2
Cc1ccc(S(=O)(=O)N(C)C)cc1NC(=O)c1ccccc1Br	-9	-1.4	0.1	6	-14	-32	0.1	0.6	3
O=C(Oc1cccc2c(=O)[nH]ccc12)c1ccccc1	-6	1.1	0.5	3	3	-44	2.5	-0.1	-1
COc1ccc([N+](=O)[O-])cc1NC(=O)C(C)Sc1nc(C)c(C)c(C)n1 (centres undefined)	-21	-1.0	0.0	3	25	-4	0.2	0.3	-5
O=c1c2c3c(sc2nc2sc(CN4CCCCC4)cn12)CCCC3	2	-0.9	1.0	5	34	-40	-0.2	0.5	-1
Cc1ccc(C(=O)OCC(=O)NCC2CCCO2)c(C)c1 (centres undefined)	-19	-0.6	-0.7	-3	6	-21	0.7	0.4	-1
Cn1c(=O)c2c(ncn2CC(=O)OCC(=O)NCc2ccccc2Cl)n(C)c1=O	-9	0.9	1.3	3	24	25	1.9	0.6	3
O=C1CCCC(=O)N1c1ccc(Oc2ccc(Cl)cc2)cc1	-11	0.5	0.6	6	-4	5	-0.5	-0.3	3
CCOC(=O)N1CCN(c2cc(=O)n(C3CCCCC3)c(=O)[nH]2)CC1	8	0.8	1.1	2	11	5	-0.1	2.1	-1
OC(CNCC1CCCO1)Cn1c2ccc(Br)cc2c2cc(Br)ccc21 (centres undefined)	-2	0.6	0.8	2	-6	25	-1.1	-0.5	0
O=C(c1ccc(-c2nnc(-c3ccccc3)o2)cc1)N1CCCCCC1	-4	0.3	0.5	3	-13	60*	1.7	0.6	3
CC(=O)c1ccc(NC(=O)C(=O)c2cn(CC(=O)N3CCCCC3)c3ccccc23)cc1	-22	-1.5	-0.3	0	10	9	-1.6	0.2	-2
CCOC(=O)Cn1nnc(-c2ccc([N+](=O)[O-])cc2)n1	-7	1.6	0.8	11	-24	30	-1.5	1.0	4
O=C(N[C@H](C(=O)O)c1ccccc1)C1CCC(Cn2cnc3ccccc3c2=O)CC1 (some centres undefined)	4	0.6	0.4	-3	12	-13	1.2	1.5	-6
S=c1nc(C2CCCCC2)n(-c2ccccc2)[nH]1	14	-0.6	-0.6	2	13	-10	-2.2	1.2	-5
O=C(NCC1CCCO1)C(=O)NCC(c1ccco1)N1CCN(c2ccccc2)CC1 (centres undefined)	-15	0.7	0.5	7	17	-5	0.7	-0.2	0
COC(=O)c1cc(Br)c(=O)n(CCc2ccc(O)cc2)c1	-19	0.9	0.6	-1	16	18	0.0	0.5	1
COC(=O)Cc1cccc2c(=O)c3ccccc3oc12	8	0.4	0.0	1	30	-20	-0.3	-0.4	-2
COC(=O)Cn1c(CCS(=O)(=O)c2ccc(Cl)cc2)nc2ccccc21	-6	-1.5	0.7	5	8	-11	3.0	-1.5	-1
O=C(N/N=C/c1ccc(N2CCOCC2)s1)c1ccccc1Br	1	0.8	0.9	4	-45	-5	0.2	0.1	-2
C=CCNc1nnc(C)c2ccccc12	-8	0.3	0.7	4	-11	1	1.0	0.8	2
O=C(NCc1ccncc1)C(=O)Nc1nc2ccccc2s1	9	-2.2	0.2	4	1	21	-1.4	0.4	3
CCC(=O)OCC(=O)c1cc(C)n(-c2ccc(Br)cc2)c1C	-28	-3.6	-0.8	2	27	47	0.7	1.4	2
CCOC(=O)C1CC(c2ccccc2)=NNC1=O (centres undefined)	5	2.7	0.7	7	19	-2	-0.7	1.7	-2
O=C(CSc1ncccn1)Nc1ccc(S(=O)(=O)N2CCCCC2)cc1	-13	0.2	0.3	6	-21	5	-1.0	1.0	-1
CC(C)(C)c1ccc(OCCON2C(=O)CCC2=O)c(Cl)c1	4	-0.1	0.8	7	-25	21	-2.4	1.8	-2
Cc1ccccc1NC(=O)COc1nsnc1N1CCOCC1	-29	-0.9	0.0	1	7	15	0.1	-0.1	-7
O=C(/C=C/c1ccc(F)cc1)NC(=S)Nc1ccccc1C(=O)NC1CCCCC1	7	-1.1	-0.8	1	14	6	2.0	0.2	-5
CCOC(=O)CC1(C)NC(=O)c2c(C)sc(C(=O)OCC)c2N1 (centres undefined)	7	-0.3	-1.4	-3	31	i	-0.7	-1.3	1

# (more compounds)
molecule	S1P4 antag	TRPN1 ag	TRPML3 agonist	BaF3 parental	EP2 modulator	m-calpain inh	S1P4 agonist	PERK inh	Ba/F3 V617F tox
CCN(CC)/C(=N/S(=O)(=O)c1ccc(C)cc1)c1ccccc1	7	0.0	0.1	-1	22	-24	-3.0	-0.1	-2
COc1ccc(CCNC(=O)c2csc3c2CCCC3)cc1	5	-2.6	-0.8	8	-15	-16	0.0	-0.4	-2
COC(=O)C(C)NC(=O)CNS(=O)(=O)c1ccc(F)cc1 (centres undefined)	0	0.8	1.4	6	27	10	2.6	1.4	-1
O=C(NCc1cccnc1)c1cc2nc(-c3ccc4c(c3)OCO4)cc(C(F)(F)F)n2n1	-5	0.5	0.4	1	-53	-52	10	0.8	-3
O=C(Oc1c(Cl)cc(Cl)c2ccccc12)N1CCCC1	1	-1.6	-1.2	-1	0	-11	-0.6	0.3	-1
CCSc1nc2c(c(=O)[nH]1)C(c1ccncc1)C(C(=O)OC)=C(C)N2 (centres undefined)	4	-1.2	-0.3	-2	4	-6	0.1	-0.2	-6
COC(=O)c1sccc1N/N=C/c1ccc(OC)c(OC)c1OC	-16	-1.2	-0.3	5	45	-143	1.1	-0.2	-1
COc1ccc(OCC(O)Cn2cnc(-c3ccc(Br)cc3)c2)cc1 (centres undefined)	-10	0.3	-0.6	7	-60	-4	-3.1	-0.2	5

# Three records drawn at random from those above, as already listed:
molecule	S1P4 antag	TRPN1 ag	TRPML3 agonist	BaF3 parental	EP2 modulator	m-calpain inh	S1P4 agonist	PERK inh	Ba/F3 V617F tox
N#C/C(=C1/C(=O)Nc2ccc(Br)cc21)c1ccccn1	-8	-1.0	-0.3	-2	-15	-13	-1.8	0.1	1
CC1CC(C)CN(S(=O)(=O)c2cccc(C(=O)OCCN3CCCC3=O)c2)C1 (centres undefined)	-4	-1.2	0.1	10	-34	15	-3.5	-1.5	-2
O=C1CC(c2ccccc2)c2ccc(O)cc2O1 (centres undefined)	-20	-0.2	0.4	-2	4	28	1.7	1.1	-6

# Screening results from PubChem BioAssay.

# Outcome played no part in choosing rows, and some 3.6% of all compounds hit somewhere here.
